SKBR3 24h inh – SK-BR-3 proliferation inhibitors, primary screen, cell-based, human, 24 h. AID 847, 2007. 41,000 tested, 0.47% active. viability, % at 10 µM. SK-BR-3 viability, CellTiter-Glo ATP luminescence; active compounds read low;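 active = viability at or below the median of all test compounds minus 3 SD, in both replicates if run twice, cut at about 45% in these data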;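 also: 100% = median untreated cell wells and 0% = median positive control drug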
The depositor's hits bear a star. The list is partial. The share of hits here may be higher or lower than overall.

Sample of the layout, six compounds:
SMILES | SKBR3 24h inh
O=C1CC(c2ccc(Cl)cc2)CC(O)=C1C=NCCN1CCNCC1 (configuration not stated) | 95
Cc1ccsc1C1NC(=O)c2c(sc3c2CCCC3)N1 (configuration not stated) | 85
CCCN(CCC)S(=O)(=O)c1ccc(C(=O)Nc2nnc(-c3cccc(OC)c3)o2)cc1 | 129
Cc1ccc(NC(=O)C2CCCN(S(=O)(=O)c3c(C)noc3C)C2)c(C)c1 (configuration not stated) | 76
O=C1CCC(C(=O)NC2(C(=O)NC3CCCCC3)CCCCC2)N1 (configuration not stated) | 28*
Nc1nc(CN2CCN(Cc3ccccc3)CC2)nc(Nc2ccc3c(c2)OCCO3)n1 | 100

The listing, from the start:
SMILES | SKBR3 24h inh
O=C1CC(c2ccc(Cl)cc2)CC(O)=C1C=NCCN1CCNCC1 (configuration not stated) | 95
Cc1ccsc1C1NC(=O)c2c(sc3c2CCCC3)N1 (configuration not stated) | 85
CCCN(CCC)S(=O)(=O)c1ccc(C(=O)Nc2nnc(-c3cccc(OC)c3)o2)cc1 | 129
Cc1ccc(NC(=O)C2CCCN(S(=O)(=O)c3c(C)noc3C)C2)c(C)c1 (configuration not stated) | 76
O=C1CCC(C(=O)NC2(C(=O)NC3CCCCC3)CCCCC2)N1 (configuration not stated) | 28*
Nc1nc(CN2CCN(Cc3ccccc3)CC2)nc(Nc2ccc3c(c2)OCCO3)n1 | 100
O=C1CC(c2ccccc2)n2nc(NC(=O)c3cccs3)nc2N1 (configuration not stated) | 102
COCCn1c(C)cc(C(=O)COC(=O)c2c(C)nn(Cc3ccccc3)c2C)c1C | 89
Cn1c(COc2ccc3ccccc3c2)nnc1SCC(=O)O | 141
CCN(CC)CCOC(=O)C1(C2CCCCC2)CCCCC1 | 84
CCN(CCC(=O)Nc1cc(OC)cc(OC)c1)Cc1ccccc1 | 90
CC(=O)N1CC=C2C(C#N)=C(N)C(C#N)(C#N)[C@H](c3ccoc3)[C@H]2C1 | 101
CCCn1c(SCC(=O)Nc2ccccc2C(=O)OCC)nc2c1c(=O)n(C)c(=O)n2C | 112
Cc1cc(C)n(C(=O)c2cccc(S(=O)(=O)N3CCCC3)c2)n1 | 91
O=C(CCS(=O)CCC(=O)NCc1ccccc1)NCc1ccccc1 | 107
COc1cc2nc(C3CCC3)n(NC(=O)C3CCCC(OC)C3)c(=O)c2cc1OC (configuration not stated) | 99
COCCn1c(C)cc(C(=O)CSc2nc(C)nc3sc4c(c23)CCC4)c1C | 74
COc1ccc(C)cc1S(=O)(=O)N1CCCC(C(=O)NCC2CCCO2)C1 (configuration not stated) | 78
c1ccc(Cn2c(Sc3nnnn3-c3ccccc3)nnc2-c2ccccc2)cc1 | 77
Cc1ccc(N2CC(C(=O)Nc3ccc4c(c3)OCCO4)CC2=O)cc1 (configuration not stated) | 99
COc1ccc(CCNc2oc(COc3ccc(Br)cc3)nc2C#N)cc1OC | 86
COc1ccc(CC(=O)N2CC3(C)CC2CC(C)(C)C3)cc1OC (configuration not stated) | 106
CCCn1c(=O)c(C(=O)Nc2ccccc2C(=O)OC)c(O)c2ccccc21 | 101
COc1ccccc1C(=O)N1CCC(C(=O)c2ccc(F)cc2)CC1 | 72
CCOc1ccc2c(c1)c1nnc(SCC(=O)N3CCCCC3C)nc1n2C (configuration not stated) | 98
N#Cc1nc(-c2ccc(F)cc2)oc1N1CCCC1 | 98
CN1/C(=C\C(=O)COC(=O)Cn2nnc(-c3ccccc3)n2)C(C)(C)c2ccccc21 | 77
COC(=O)n1c(=O)oc2ccccc21 | 78
c1ccc(CCc2nn3c(Cn4nnc5ccccc54)nnc3s2)cc1 | 105
C=C(Br)Cn1c(CC(C)C)nc2ccccc21 | 85
CS(=O)(=O)N(CC(=O)O)c1cc(Cl)cc(Cl)c1 | 93
FC(F)(F)c1ccc(N2CCN(c3cc(-c4ccccc4)nc4ncnn34)CC2)nc1 | 115
CCOC(=O)c1oc2ccccc2c1CN1CCN(c2ccccc2)CC1 | 89
O=C(CN1C(=O)C2C3C=CC(C3)C2C1=O)NCCc1ccccc1Cl (configuration not stated) | 45
CCOC(=O)c1cnc(SCc2ccccc2)nc1N | 85
COc1ccc(N2CCN(C3CC(=O)NC3=O)CC2)cc1 (configuration not stated) | 92
CCOC(=O)Cc1nnc(NC(=O)CSc2ccccc2)s1 | 112
O=C1C2ON(c3ccccc3)C(c3ccccc3F)C2C(=O)N1c1ccccc1 (configuration not stated) | 83
c1ccc2c(c1)[nH]c1nc(SCCN3CCOCC3)nnc12 | 87
CCOC(=O)Cc1csc(NC(=O)CSc2nnc(-c3ccc(OC)cc3)n2C)n1 | 99
CC(=O)Nc1ccc(-c2nc3c(C)cccc3[nH]2)cc1 | 94
COC(=O)c1cn(NC(=O)c2cnccn2)c(=O)c2ccccc12 | 73
COc1ccc(OC)c(NC(=O)c2cc3sccc3n2C)c1 | 88
COc1ccc(NC(=O)CSC2=C(C#N)C(c3ccco3)C3=C(CCCC3=O)N2)c(OC)c1 (configuration not stated) | 81
O=C(Nc1cccnc1)Nc1ccccn1 | 100
O=C(Cn1nc(C(F)F)cc1C1CC1)NCCC1=CCCCC1 | 78
COc1ccc(C(C)=O)cc1COC(=O)c1ccc(OCc2c(C)noc2C)cc1 | 82
CCCCCOC(=O)NCC(O)c1ccccc1 (configuration not stated) | 107
Cc1cc(C)n(CC(O)COCc2ccco2)n1 (configuration not stated) | 101
Cn1c(C(=O)O)c(CC(=O)NCc2cccnc2)c2ccccc21 | 87
CN(C)C(C(=O)NC1CCCCC1)c1ccc(Cl)cc1 (configuration not stated) | 78
O=c1cnn(-c2ccccc2)c(-c2ccccc2)c1 | 106
Cc1cc(C(=O)N2CCCc3ccccc32)no1 | 81
Cc1cc(/C=N/n2cnnc2)c(C)n1-c1cccc(Cl)c1 | 117
COc1ccc(Cn2nnnc2C(c2ccc(N(C)C)cc2)N2CCC(C)CC2)cc1 (configuration not stated) | 78
CC(C)c1cc(=O)oc2c3c4c(cc12)CCCN4CCC3 | 85
CC(NC(=O)c1cccc(C(F)(F)F)c1)C1CCCO1 (configuration not stated) | 82
O=C(O)c1[nH]c2ccccc2c1CC(=O)N1CCOCC1 | 98
CC(C)NC(=O)CN1CCN(c2ncccn2)CC1 | 66
N#Cc1ccccc1OCC(=O)Nc1c(C(=O)C2CC2)oc2ccccc12 | 84

(more compounds)
SMILES | SKBR3 24h inh
COc1ccc(N2C(=O)CC(NC34CC5CC(CC(C5)C3)C4)C2=O)c(OC)c1 (configuration not stated) | 89
C=CCn1c(-c2ccc(OC)c(OC)c2)cs/c1=N\c1ccccn1 | 95
N#Cc1cnn(-c2ccccc2)c1N | 93
COCCN(C(=O)COc1ccccc1)c1nnc(-c2cccnc2)s1 | 91
CCCCCCCCNC(C)C(O)c1ccc(SC(C)C)cc1 (configuration not stated) | 105
Cc1cccc(OCCCC(=O)Nc2nccs2)c1 | 77
CS(=O)(=O)Nc1ccc(C(=O)N2CCCCC2)cc1 | 101
Cc1ccccc1C(=O)Nc1cccc(N)c1 | 94
CCSc1ncc(Cl)c(C(=O)Nc2ccc(S(=O)(=O)Nc3onc(C)c3C)cc2)n1 | 89
O=C(Oc1cc(=O)oc2ccccc12)c1ccco1 | 131
COC(=O)NCCOc1cc(C)ccc1C | 100
Cc1cccc(-c2nnc(-c3ccc(N)cc3)o2)c1 | 105
CCOc1ccccc1-n1c(SCC(=O)N(C(C)C)C(C)C)nnc1-c1cccnc1 | 67
C=C(C)COc1ccc2c(C)c(CC(=O)OC)c(=O)oc2c1C | 83
CC(C)=CC1C(C(=O)Nc2ccc(Br)cn2)C1(C)C (configuration not stated) | 84
CCOc1ccccc1NC(=O)CCC(=O)O | 99
Cc1cc(Nc2ccc(C)c(F)c2)n2ncnc2n1 | 74
CC(C)N(Cc1ccccc1)S(=O)(=O)N(C)C | 87
O=C(CSc1nnc(Cc2ccccc2)n1-c1ccccc1)N1CCOCC1 | 87
Cc1c(C)n(C(=O)CN2CCC(C(N)=O)CC2)c2ccccc12 | 85
O=C(CCN1C(=O)C2CC=C(Cl)CC2C1=O)N1CCCCC1 (configuration not stated) | 92
CCOc1ccc(OCc2ccc(C(=O)NCc3ccncc3)o2)cc1 | 109
O=C1c2ccccc2NC(c2ccc3c(c2)OCCO3)N1c1ccc2c(c1)OCCO2 (configuration not stated) | 116
CCCOc1cccc(OCCSc2nc(C)cc(=O)[nH]2)c1 | 87
OCC1(c2cc(C(F)(F)F)n[nH]2)CCCCC1 | 101
CCCN1CCN(C(c2cc3cc4c(cc3[nH]c2=O)OCO4)c2nnnn2C(C)(C)C)CC1 (configuration not stated) | 93
c1ccc(-c2cccc(-c3ccccn3)n2)nc1 | 75
O=C(Nc1ccc(F)cc1)C1CCC(N2C(=O)c3ccccc3C2=O)CC1 (configuration not stated) | 63
CCN(CC)c1ccc2c(c1)C(=O)N(C)C2=O | 88
COCCNC(=O)c1ccccc1-c1nc(-c2ccccc2Cl)no1 | 95
CSc1n[nH]c(NCc2cccs2)n1 | 125
CC(=O)c1ccc(N2CCN(C(=O)c3ccco3)CC2)c(F)c1 | 94
NC(=O)CCn1nc(-c2ccc(Cl)cc2)c2ccccc2c1=O | 106
CC(=O)OCC(OC(C)=O)C(OC(C)=O)C(OC(C)=O)C(=O)Nc1ccccc1C (configuration not stated) | 87
O=C(CSc1nnc(Cc2ccccc2)n1C1CCCCC1)N1CCOCC1 | 84
COCC(=O)Nc1ccc(Nc2ccccc2)cc1 | 87
Cc1ccc(-c2n[nH]c(=O)c3ccccc23)cc1N | 78
COCCOC(=O)C1=C(C)N=C2SCCC(=O)N2C1c1cccc(Br)c1 (configuration not stated) | 110
Cn1c(N2CCCC2)nc2c1c(=O)n(Cc1cccc(F)c1)c(=O)n2C | 91
O=C(CN1CCSCC1)N1CCc2[nH]c3ccc(Br)cc3c2C1 | 76

Entries above containing a CF3 group (3):
SMILES | SKBR3 24h inh
FC(F)(F)c1ccc(N2CCN(c3cc(-c4ccccc4)nc4ncnn34)CC2)nc1 | 115
CC(NC(=O)c1cccc(C(F)(F)F)c1)C1CCCO1 (configuration not stated) | 82
OCC1(c2cc(C(F)(F)F)n[nH]2)CCCCC1 | 101

New compounds follow.
molecule | SKBR3 24h inh
Cc1oc2c(CN3CCOCC3)c(O)ccc2c(=O)c1-c1ccc(Br)cc1 | 63
N#CC1=C(N)SC(N)=C(C#N)C1c1c(Cl)cccc1Cl | 81
CC(C)n1c(-c2cccnc2)nc2cnccc21 | 97
COC(=O)Nc1sccc1C(=O)Nc1sccc1C(=O)OC | 91
CCOc1ccc(NS(=O)(=O)c2ccc(OCC(=O)NCCCOC)cc2)cc1 | 89
O=S(=O)(NCCCCCNS(=O)(=O)c1ccc(F)cc1)c1ccc(F)cc1 | 73
CC(C)Nc1nc(NC(C)C)nc(N(C)C#N)n1 | 101
COc1cccc(N2CC(O)Cn3c2nc2c3c(=O)n(CCCc3ccccc3)c(=O)n2C)c1 (configuration not stated) | 90
COc1ccccc1NC(=O)CN(c1ccc(C)cc1)S(=O)(=O)c1c(C)n[nH]c1C | 87
O=C(N1CCOCC1)C(F)(F)C(=O)N1CCOCC1 | 104
N#Cc1c(SCC(N)=O)nsc1SCc1ccccc1Cl | 94
C=CCn1c(SCC(=O)N2CCOCC2)nc2sc3c(c2c1=O)CCCC3 | 81
COc1cccc2cc(C(=O)C3=C(O)C(=O)N(CCN(C)C)C3c3ccc(F)cc3)oc12 (configuration not stated) | 99
CCC(=O)Nc1ccc(-c2nnc(SCC(=O)NCC3CCCO3)n2C)cc1 (configuration not stated) | 94
CN(C(=O)CSc1nnc(-c2ccco2)o1)C1CCCCC1 | 75
O=C(c1ccco1)N1c2ccccc2Sc2ccccc21 | 73
COc1ccc(S(=O)(=O)N(C)CC(=O)Nc2ccccc2SC)cc1 | 82
Cc1noc(C)c1S(=O)(=O)Nc1ccc(C(=O)NC2CCCCC2)cc1 | 92
Cc1ccc(-c2[nH]n3c(=O)c4c(nc3c2C)CCCC4)cc1 | 95
CCCOc1ccc(N2CC(C(=O)Nc3ccccc3C(=O)NCc3ccco3)CC2=O)cc1 (configuration not stated) | 73
COc1ccc(Cl)cc1S(=O)(=O)N1CCN(C(=O)c2ccco2)CC1 | 81
Cc1cccc2cc(COC(=O)c3ccco3)c(=O)[nH]c12 | 122
CCOC(=O)C1CCCN(S(=O)(=O)c2ccc(Br)c(OC)c2)C1 (configuration not stated) | 95
CCN(Cc1cc2ccc(C)cc2[nH]c1=O)C(=O)c1ccncc1 | 102

Fetched by structure from the list above (7):
molecule | SKBR3 24h inh
Cc1cccc2cc(COC(=O)c3ccco3)c(=O)[nH]c12 | 122
COc1ccc(Cl)cc1S(=O)(=O)N1CCN(C(=O)c2ccco2)CC1 | 81
O=C(c1ccco1)N1c2ccccc2Sc2ccccc21 | 73
COc1ccc(S(=O)(=O)N(C)CC(=O)Nc2ccccc2SC)cc1 | 82
COc1cccc2cc(C(=O)C3=C(O)C(=O)N(CCN(C)C)C3c3ccc(F)cc3)oc12 (configuration not stated) | 99
CCC(=O)Nc1ccc(-c2nnc(SCC(=O)NCC3CCCO3)n2C)cc1 (configuration not stated) | 94
CN(C(=O)CSc1nnc(-c2ccco2)o1)C1CCCCC1 | 75

Next section.
molecule | SKBR3 24h inh
Cc1ccc(S(=O)(=O)NC(CN2CCOCC2)=NCCNS(=O)(=O)c2ccccc2)cc1 | 92
CS(=O)(=O)NCCCc1ccccc1 | 94
CCn1nnnc1-c1ccc(OC)c(S(=O)(=O)N2CCCCC2)c1 | 109
O=C(O)C1Nc2c(O)cccc2C2C=CCC12 (configuration not stated) | 84
O=C1c2ccccc2C(=O)N1Cc1nc2ccccc2c(=O)n1CCN1CCOCC1 | 135
Cc1ccc(-c2cc(C(=O)NCC3CCCO3)no2)cc1 (configuration not stated) | 92
COC(=O)C1=C(C)NC2=C(C(=O)CCC2)C1c1coc2ccccc2c1=O (configuration not stated) | 93
Cc1cc(C)nc(SC2=CS(=O)(=O)c3ccccc32)n1 | 82
CCN(CC)C(=O)CN(C#N)c1nc(OC)nc(N(C)C)n1 | 93
O=C(CSc1nc(-c2ccccc2)nc2c1CCCC2)N1CCOCC1 | 96
COc1ccccc1N(CN1CCCC1=O)C(=O)COc1ccccc1 | 93
Cc1ccc(CNc2nc3c([nH]2)c(=O)n(C)c(=O)n3C)cc1 | 104
CCCc1cn(S(=O)(=O)c2ccc(OC)cc2OC)nc1N | 98
